# Insulin prom inh – TRM-6 insulin promoter activity inhibition | TRM-6 cells (human fetal islet line), insulin promoter-eGFP reporter, imaging; reporter expression induced with tamoxifen | inhibition, % at 2 µM | hit rate 0.9% among 130,000 | AID 1273;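 active means inhibition above the mean plus 3 SD, with well images judged a real hit on visual review, cut at about 60% in these data, passing the limit was not always enough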
# sdo1 growth – sdo1-depleted yeast growth rescue; z-score at 10 µM; S. cerevisiae sdo1-depleted JHY4D growth rescue, OD600 30 h; active compounds read high; pdr5 snq2 efflux-pump mutant strain; hit rate 0.21% among 140,000;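 active means z-score above 3 at both the 24 hr and the 30 hr optical density reads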;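 further: z-score against mean and SD of all compound wells on the same plate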
# sdo1 growth Rescue 24 h – further read-out of sdo1 growth, marked with its call; z-score; S. cerevisiae sdo1-depleted JHY4D growth rescue, OD600; measured here: growth rescue at 24 h;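 0 is the plate mean of compound wells and units are plate SD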
# The depositor's hits bear a star; . = no result given. This is a subset; the hit share may differ from the screen's.
# Values run as follows: sdo1 growth, Insulin prom inh, sdo1 growth Rescue 24 h
- CCn1c(=S)[nH]c2cc(C(=O)O)ccc21
 : ., 0.0, .
- CCOc1ccc(OCCN2CCCCC2)cc1
 : 0.21, 61.5*, -0.32
- N#Cc1c(NC(=O)c2ccc(Cn3cc(Br)cn3)o2)sc2c1CCCCCC2
 : 0.49, -18.8, 0.88
- COCCN(CC(=O)Nc1cccc(C)c1)S(=O)(=O)c1ccc(S(=O)(=O)N2CCCC2)cc1
 : 0, -5.6, 0.41
- CC(=O)Nc1nc(SCc2cccc3ccccc23)n[nH]1
 : -0.4, 28.6, -0.96
- Nc1nnc(CCOc2ccc(Cl)cc2)s1
 : 2.6, -469.2, 3.7
- COc1ccc(NC(=O)C(F)(OC)C(F)(F)F)c(OC)c1 (stereo not given)
 : 1.46, ., 0.14
- CCNC(=O)NC(=O)COC(=O)CCCSc1nc2ccccc2s1
 : -0.92, -23.1, -1.18
- CN1C=CC=C/C1=C1/SC(=S)N(Cc2ccccc2)C1=O
 : -0.67, 26.9, -2.09
- NS(=O)(=O)c1ccc(N2C(=O)C3CC=CCC3C2=O)cc1 (stereo not given)
 : ., -13.3, .

# Some of these compounds in order of formula weight, low to high.
# Values run as follows: sdo1 growth, Insulin prom inh, sdo1 growth Rescue 24 h
- NS(=O)(=O)c1ccc(N2C(=O)C3CC=CCC3C2=O)cc1 (stereo not given)
 : ., -13.3, .
- COc1ccc(NC(=O)C(F)(OC)C(F)(F)F)c(OC)c1 (stereo not given)
 : 1.46, ., 0.14
- CN1C=CC=C/C1=C1/SC(=S)N(Cc2ccccc2)C1=O
 : -0.67, 26.9, -2.09
- CCNC(=O)NC(=O)COC(=O)CCCSc1nc2ccccc2s1
 : -0.92, -23.1, -1.18
- COCCN(CC(=O)Nc1cccc(C)c1)S(=O)(=O)c1ccc(S(=O)(=O)N2CCCC2)cc1
 : 0, -5.6, 0.41

# (continued)
# Values run as follows: sdo1 growth, Insulin prom inh, sdo1 growth Rescue 24 h
- CCCNC(=O)COC(=O)/C=C/c1ccc2c(c1)OCO2
 : 0.52, -6.7, -0.48
- CN(C)CCNC(=S)Nc1ccc(-c2nc3ccccc3[nH]2)cc1
 : ., 35.7, .
- O=C(CCc1ccc(S(=O)(=O)N2CCOCC2)cc1)NCCCN1CCCC1=O
 : -0.07, -38.5, -0.72
- CCOc1ccc(NC(=O)C2CCC(N3C(=O)C4CC=CCC4C3=O)CC2)cc1 (stereo not given)
 : -0.08, ., -0.1
- CCCc1nc2ccccc2c(=O)n1/N=C/c1ccc(O)c(O)c1
 : 0.47, -21.4, -0.16
- C#CCSc1nc(-c2ccccc2)cc(C(F)(F)F)c1C#N
 : -0.51, 14.3, 1.02
- CC(C)c1nnc(NC(=O)c2ccc3c(c2)OCO3)s1
 : ., -63.2, .
- Cc1ccccc1N=Cc1cc2c(cc1O)OC(N)=C(C#N)C2c1ccccc1 (stereo not given)
 : 0.55, ., 0.21
- C=CCn1c(SCC(=O)Nc2cc(C)on2)nc2sc(C)c(C)c2c1=O
 : 1.52, 0.0, 1.07
- COc1cc(C(=O)Nc2nc(OC)c(-c3ccccc3)c(OC)n2)cc(OC)c1OC
 : -0.46, -22.8, -0.36
- COc1ccc(OCC(O)Cn2c(Nc3ccccc3)nc3c2c(=O)n(C)c(=O)n3C)cc1 (stereo not given)
 : 1.2, ., 3.54
- CSc1nnc(NC(=O)CCc2ccccc2)s1
 : 0.4, -10.8, -0.22
- COC(=O)c1sc(S(=O)(=O)N2CCC(C(N)=O)CC2)c(C(=O)OC)c1C
 : 0.79, 13.0, 0.49
- COc1cc2c(cc1NC(=O)c1ccccc1F)CCCC2
 : -0.77, 0.0, 1.41
- Cc1cc2c(c(Sc3ccccc3)n1)C(=O)OC2
 : -0.07, ., -0.25
- Cc1ccc2oc(=O)n(CCOc3ccccc3Cl)c2c1
 : -1.55, ., -1.32
- COc1ccc(/C(O)=C2/C(=O)C(=O)N(CCN(C)C)C2c2ccccc2)cc1Cl (stereo not given)
 : 0.79, 0.0, 0.74
- CCC(=O)N(CC)c1nc(-c2ccc(OC)cc2)cs1
 : -0.28, ., -0.62
- O=C(NC1CCCC1)C(c1ccc(O)cc1)N(CC1CCCO1)C(=O)C1COc2ccccc2O1 (stereo not given)
 : 0.24, -24.2, 0.94
- COc1ccc(-c2cc(=O)n(-c3ccc([N+](=O)[O-])cc3)[nH]2)cc1
 : 0.02, ., -0.71
- COC(=O)Cc1c(C)nc2nc(NCc3c(F)cccc3Cl)[nH]n2c1=O
 : 0.74, -37.9, -0.82
- N#CC(Cc1ccccc1OC(F)F)c1nc2ccccc2[nH]1 (stereo not given)
 : 0.53, ., 0.07
- Cc1ccc(-c2cc(C#N)c(=O)n(Cc3c(Cl)cccc3Cl)c2)cc1
 : -0.88, 0.0, 1.11
- Cc1cccc(C(=O)O/N=C(\N)Cc2ccc([N+](=O)[O-])cc2)c1
 : -1.27, 21.1, 1.61
- COc1ccc(S(=O)(=O)N2CCCC2C(=O)Nn2cnnc2)cc1 (stereo not given)
 : 0.5, ., 0.96
- COc1ccc(CN(C)C(C)C(=O)Nc2ccc([N+](=O)[O-])cc2Cl)cc1OC (stereo not given)
 : -0.17, ., -1.29
- NNc1ccc(Cc2ccc(Cl)cc2Cl)nn1
 : ., -66.7, .
- Cc1nnsc1SCC(=O)O
 : 2.1, 6.7, 2.74
- COC(=O)c1ccccc1NC(=O)CN1CCC(C(=O)c2ccc3c(c2)OCCO3)CC1
 : -1.39, ., -1.53
- O=c1c2c(nc3cc(-c4ccccc4)[nH]n13)CCS2
 : 0.35, 59.5, -0.59
- COc1cc2c(cc1OC)C(C)N(C(=O)c1ccc(Br)o1)CC2 (stereo not given)
 : -0.65, 6.1, -0.21
- CCN1CCc2c(C#N)c(N3CCOCC3)nc(NCCO)c2C1
 : -0.97, 16.7, -0.96
- CN(C)CCCOc1cccc(Oc2ccccc2)c1
 : 0.09, 50.0, -1.21
- O=C(O)/C=C/c1cccc(NC(=O)c2ccc(Cl)cc2)c1
 : ., 0.0, .
- CC(C)c1csc(CN2CCN(Cc3ccc(F)cc3)C(CCO)C2)n1 (stereo not given)
 : ., 16.7, .
- CCOC(=O)c1ccccc1NC(=O)c1nc2nccc(C)n2n1
 : 0.21, -92.3, -0.34
- Cc1nc(SCC(=O)N2c3ccccc3Sc3ccccc32)n[nH]1
 : -0.38, -26.8, -0.44
- CSCC[C@H](NC(=O)c1ccc(Cl)c(S(=O)(=O)N2CCCC2)c1)c1nc2ccccc2[nH]1
 : -0.05, -50.0, -1.02
- Cc1cc(C)cc(N2CN=C3SCC(=O)N3C2)c1
 : 2.28, 15.4, 1.74
- COc1ccc(-c2noc(C3CCCN(S(=O)(=O)c4ccc(C)c(Cl)c4)C3)n2)cc1OC (stereo not given)
 : -0.08, ., 1.08
- Cc1ccc(/C=N/n2c(-c3ccc(Cl)cc3)n[nH]c2=S)s1
 : ., -35.7, .
- Cc1occc1-c1nnc(SCC(=O)c2ccccc2)n1CC1CCCO1 (stereo not given)
 : 0.39, -5.6, 0.13
- CCOC(=O)/C=C1\SCC(=O)N1CC(=O)Nc1ccc(OC)c(OC)c1
 : 0.27, -67.3, -0.02
- COc1cccc(/C=N\Nc2nncc(-c3ccccc3)n2)c1
 : -0.82, -24.4, 0.41
- Cc1cc(C(=O)N2CCc3ccccc32)c2cc(F)ccc2n1
 : -1.76, ., -1.31
- O=C(CSc1nnnn1-c1ccccc1)Nc1ncc2c(n1)CC(c1ccccc1)CC2=O (stereo not given)
 : -1, 5.6, -1.19
- O=S(=O)(Cc1cccc(C(F)(F)F)c1)c1ncn[nH]1
 : ., 5.9, .
- Cc1ccc(C(C)C)c(OCc2nnc(SCC(=O)Nc3nccs3)n2C)c1
 : -0.08, -425.0, 1.24
- O=C(CSc1ncn[nH]1)Nc1c(Br)cc([N+](=O)[O-])cc1Br
 : 1.81, ., 1.66
- CCN1CCN(CC(=O)NC2CCCC2)C(=O)C1=O
 : 0.62, ., -0.06

# Remaining list, next part.
# Values run as follows: sdo1 growth, Insulin prom inh, sdo1 growth Rescue 24 h
- CC1CC(=S)Nc2ccccc2N1C(=O)Nc1ccccc1 (stereo not given)
 : -0.13, 15.4, -0.33
- Cc1cc(Cl)nc2c(C(C)C)cccc12
 : ., 18.2, .
- CSc1ccccc1C(=O)Nc1ncc(C)s1
 : 0.34, -18.8, -0.14
- CCC(=O)c1ccc(OCc2ccc(C(=O)OC)o2)c(OC)c1
 : 0.53, 15.4, 0.29
- O=C(Nc1ccc(NC(=O)c2sc3ccccc3c2Cl)cc1Cl)c1ccco1
 : -0.52, -48.4, 1.47
- CCOc1ccc(C2=Nn3cnnc3SC2)cc1
 : 0.21, 40.0, 0.31
- C=CCc1ccc(OCC(O)COCC)c(OC)c1 (stereo not given)
 : -0.82, ., -0.66
- Cn1nccc1C(=O)NC(=S)Nc1sc2c(c1C#N)CCCCC2
 : -0.66, ., 0.69
- CC(C)Cc1cc(C(=O)Nc2ccc(F)cc2F)no1
 : 0.96, 50.0, 0.56
- Cc1ccc(/C=N/NC(=O)CCn2nc(C)cc2C)c(C)c1
 : ., 0.0, .
- CCCCOC(=O)CCc1nc2ccccc2[nH]c1=O
 : -0.54, 0.0, -1.33
- Clc1ccc(C2=NNC(=NCC3CCCO3)SC2)cc1 (stereo not given)
 : 0.26, ., 0.01
- O=C(CSc1nc(-c2ccccc2Cl)ns1)c1ccc(Cl)cc1
 : -0.09, ., 0.13
- Cc1ccccc1OCc1nnc(SCCN2CCCC2)n1-c1ccccc1
 : ., -30.4, .
- CC(C)NS(=O)(=O)c1ccc(OCC(=O)N(C)Cc2ccccc2)cc1
 : -0.41, 32.4, -1.02
- C=C(CC1([C@@H](NP(=O)(c2ccccc2)c2ccccc2)[C@H]2C[C@@H]2CCCC)CC1)c1ccccc1
 : 0.48, -19.1, 1.22
- O=C(CSCc1ccc([N+](=O)[O-])cc1)N/N=C/c1ccncc1
 : ., 50.0, .
- Cc1csc(SCc2ccccc2C(=O)O)n1
 : 1.12, ., 1.6
- CN(Cc1ccccc1)C(=O)CSc1nc2c(c(C(F)(F)F)n1)CCc1ccccc1-2
 : ., 37.5, .
- Cn1c(Cn2c(=O)sc3ccccc32)nnc1SCC(=O)N1CCCCCC1
 : 1.32, ., 1.47
- O=C(N/N=C/c1ccc(Br)s1)c1ccncc1
 : ., 66.7, .
- CC(C)CCNC(=O)NC(=O)Cn1cc(C(F)(F)F)ccc1=O
 : 0.59, -50.0, 0.39
- Cc1ccc(CSc2nnc(Cn3c(=O)sc4ccccc43)n2C)cc1
 : -1.07, ., -0.69
- CCN(CC)c1ccc(NC(=O)COc2ccccc2C#N)cc1S(=O)(=O)Nc1ccc(OC)cc1
 : -0.22, 20.7, 0.79
- CN(C(=O)c1cccnc1)c1nc(-c2ccccc2)cs1
 : -0.53, ., -0.2
- CCOC(=O)c1c(C)nc2sc3c(c2c1-c1ccc(OC)cc1)NC(c1ccc(OC)cc1)NC3=O (stereo not given)
 : 0.34, -163.3, 0.86
- CCn1c2c(c3cc(C(=O)O)ccc31)CCCC2=O
 : 0.82, 33.3, 1.47
- COc1cc(C)c(C(C)C)cc1S(=O)(=O)n1cnc(C)c1
 : -1.57, ., -1.19
- CN(c1ccccc1)S(=O)(=O)c1ccc(Cl)c(C(=O)Nc2nc3ccccc3[nH]2)c1
 : -0.53, 9.1, 0.03
- CCOc1ccc(N(CC(=O)NC2CCCC2)C(=O)CSc2nnc(COc3ccccc3)o2)cc1
 : -0.31, 34.5, -0.76
- CC(C)CNC(=S)Nc1ccc(S(N)(=O)=O)cc1
 : 2.08, 25.0, 1.31
- Cc1[nH]n(-c2ccccc2)c(=O)c1/C=N/n1c(C)nc2ccccc2c1=O
 : 0.74, -37.8, 1.2
- COC(=O)c1ccccc1NC(=O)C1CC=CCC1C(=O)O (stereo not given)
 : 0.53, 50.0, -0.16
- Cc1nn(Cc2ccccc2)c(C)c1NC(=O)c1cc(-c2ccco2)on1
 : 0.39, 56.2, 0.7
- O=C1CC(c2ccco2)Cc2nc(N3CCc4ccccc4C3)ncc21 (stereo not given)
 : -1.52, -124.2, -1.34
- Nc1c(C(=O)c2ccc(Cl)cc2)sc2nc3c(cc12)CCC3
 : -0.24, ., 0.89
- O=C(O)CCCCCNS(=O)(=O)c1ccc2c(c1)OCCO2
 : ., 11.1, .
- CS(=O)(=O)Nc1ccccc1C(=O)Nc1cc(Cl)cc(Cl)c1
 : -0.09, 35.7, -0.19
- CCN(CC)c1ccc(NC(=O)C2CC3CCC2C3)cc1 (stereo not given)
 : -0.82, ., -0.9
- Cc1cc(C)c(C)c(S(=O)(=O)N2CCC(C(=O)OCC(=O)N3c4ccccc4NC(=O)C3(C)C)CC2)c1C
 : -0.13, -32.4, 0.43
- COc1ccc2c(c1)C(=O)C(=O)N2
 : 0.47, -30.0, 0.51
- NC(=O)Cn1c(=O)n(C2CCCCC2)c(=O)c2c3c(sc21)CCCCC3
 : -0.64, -34.4, -0.07
- COc1ccccc1/C=C(/C(=O)OCC(=O)N(C)Cc1ccccc1)c1ccccc1
 : -0.41, ., -0.93
- CCNC(=O)NC(=O)CSc1nc2ccccc2n1CCOC
 : -0.2, 50.0, -0.44
- CCOC(=O)C1CCN(C(=O)C2CCN(S(=O)(=O)c3cccc4cccnc34)CC2)CC1
 : 0.45, ., 0.7
- O=C(/C=C/Nc1cccc(C(F)(F)F)c1)c1ccco1
 : ., -14.3, .
- COc1ccc(NC(=O)CN2CCN(c3ccccc3Cl)CC2)cc1
 : -0.6, -362.5, -0.51
- O=C(CN1CCN(C/C=C/c2ccccc2)CC1)Nc1cc([N+](=O)[O-])ccc1Cl
 : -0.64, -8.1, 0.03
- COc1ccc(-c2cc3nc(C)cc(NCCO)n3n2)cc1
 : 0.58, ., 0.25
- O=c1[nH]c2ccc(Cl)cc2c(=O)n1Cc1ccco1
 : -1.16, -23.7, -0.67
- Cc1cc(C)c(-c2csc(NC(=O)c3n[nH]c(=O)c4ccccc34)n2)c(C)c1
 : 0.7, ., 1.29
